BB579 growth dn: reduces growth of yeast BB579 in restrictive medium | S. cerevisiae BB579 growth, OD615, 48 h | inhibition, % at 10 µM | hit rate 0.51% among 140,000 | AID 804;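 active = inhibition above a set limit, 3 SD over the mean compound inhibition, cut at about 44% in these data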; also: inactives centre near -24
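controls = amphotericin B 10 µg/mL, positive | assay system = DeaD yeast strain BB579 | schedule = 48 h compound exposure at 30 °C after 4 h preincubation | detection = OD615 turbidity measurement | medium = restrictive CSMM-D medium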
HCT116 bCat-KO: beta-catenin-lacking colon tumor cell growth suppression; HCT116 beta-catenin knockout viability, CellTiter-Glo, 60 h; hits give low values; viability, % at 10 µM; hit rate 1.5% among 140,000; AID 818;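 active = viability at or under a set limit, the compound median less 4 SD, cut at about 6% in these data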;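 also: 0% = Hyamine 1622 control at 20 µM and 100% = untreated cell control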
Measles CPE: protection of cells from measles virus. Measles virus-infected cells, CPE protection, absorbance. protection (pct of control), % at 4 µM. hit rate 1.5% among 140,000; in the data active = protection mostly above about 24%, no sharp cut-off; inactive = mostly below about 26%; also: some compounds called inactive have numbers as strong as hits
PTEN del growth: suppresses growth of cells with PTEN deletion | hit rate 1.2% among 140,000 | HCT116 PTEN-null viability, CellTiter-Glo, 60 h; hits give low values | viability, % at 10 µM | AID 827;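 active = viability at or below a set limit, 4 SD under the median of all tested compounds, cut at about 3.7% in these data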;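 also: PTEN knockout HCT116 line with beta catenin targeted HCT116 as companion control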
E-sel TNF inh: blocks E-selectin expression induced by TNF alpha; hit rate 0.71% among 120,000; inhibition, % at 2 µM; HUVEC TNFa-induced E-selectin immunofluorescence, high content; AID 1246;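 active = inhibition above the batch mean plus 3 SD, and confirmed as a hit on visual image review, cut at about 43% in these data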;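 also: 0% = TNF-stimulated DMSO wells and 100% = unstimulated control wells; not every result past the cut was called active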
GALR2 blocker: antagonists of human galanin receptor 2 (GALR2) | GALR2-expressing cells, antagonist mode | AID 828 | hit rate 0.39% among 140,000 | inhibition, % at 4 µM | O43603; in the data active = inhibition above about 27%;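 also: cells stimulated with galanin 1-16 at roughly its EC80; 0% = agonist challenge control and 100% = basal control without agonist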
Target sequence (O43603 whole entry, looked up): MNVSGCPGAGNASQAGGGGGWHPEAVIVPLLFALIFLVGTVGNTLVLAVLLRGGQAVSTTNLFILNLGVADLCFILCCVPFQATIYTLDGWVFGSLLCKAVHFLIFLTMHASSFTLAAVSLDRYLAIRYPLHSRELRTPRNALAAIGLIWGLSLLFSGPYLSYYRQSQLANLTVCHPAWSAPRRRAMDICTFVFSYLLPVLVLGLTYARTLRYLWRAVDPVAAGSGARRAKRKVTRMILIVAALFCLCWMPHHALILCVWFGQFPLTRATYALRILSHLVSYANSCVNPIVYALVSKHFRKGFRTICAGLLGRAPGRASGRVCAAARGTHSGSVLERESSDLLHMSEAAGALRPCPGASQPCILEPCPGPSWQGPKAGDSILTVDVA
Phagocytosis inh: blocks phagocytosis by macrophages. J774A.1 macrophage IgG-bead phagocytosis, imaging. hit rate 0.07% among 110,000. inhibition, % at 5 µM;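 active = inhibition above the mean of the plate negative controls plus 5 SD, cut at about 13% in these data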;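 also: phagocytic index as fraction of beads internalized from green versus red external bead signal; plate controls were DMSO negative control for no effect and cytochalasin-D positive control for full effect; some results beyond the cut were filed as inactive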
NPY Y2 blocker: antagonists of human neuropeptide Y receptor Y2; P49146; inhibition, % at 2.7 µM; NPY-Y2 expressing cells, antagonist mode; hit rate 0.99% among 140,000; AID 793; in the data active = inhibition above about 17%;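 also: 0% = vehicle with agonist challenge and 100% = reference antagonist with challenge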
Target sequence (P49146 whole entry, looked up): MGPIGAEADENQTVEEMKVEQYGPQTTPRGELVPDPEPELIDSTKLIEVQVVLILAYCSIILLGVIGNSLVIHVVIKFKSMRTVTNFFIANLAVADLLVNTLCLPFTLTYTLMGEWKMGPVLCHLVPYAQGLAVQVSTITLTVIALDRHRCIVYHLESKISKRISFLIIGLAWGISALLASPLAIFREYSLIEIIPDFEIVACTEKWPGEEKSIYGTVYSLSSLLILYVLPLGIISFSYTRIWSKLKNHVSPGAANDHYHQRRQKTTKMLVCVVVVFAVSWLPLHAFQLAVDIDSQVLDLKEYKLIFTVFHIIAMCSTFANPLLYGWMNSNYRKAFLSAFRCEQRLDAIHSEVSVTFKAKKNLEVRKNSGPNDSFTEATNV
Yeast lifespan up: yeast lifespan extension | inhibition of the nicotinamide effect, % at 10 µM | hit rate 0.68% among 130,000 | AID 775 | S. cerevisiae growth with nicotinamide, OD615; deaD strain in restrictive glucose medium;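 active = inhibition above a set limit, placed 3 SD over the median of all compounds, cut at about 26% in these data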;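 also: 0% = nicotinamide-treated wells and 100% = cells grown without nicotinamide; some compounds called inactive have numbers as strong as hits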
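Assay system: DeaD-strain S. cerevisiae. Medium: CSMM-D glucose medium, restrictive. Reagent: nicotinamide, 1.5 mM, co-present with compound. Compound: 10 µM single point, 0.25% DMSO. Schedule: culture preincubation 4 h, compound exposure 48 h, both 30 °C. Detection: absorbance at 615 nm.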
MRP1 act: activates MRP-1; viability increase, % at 10 µM; H69AR cells + doxorubicin, viability rescue, CellTiter-Glo; hit rate 0.61% among 140,000; AID 799;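 active = viability gain under doxorubicin at or above a set limit, the compound median plus 3 SD, cut at about 4.7% in these data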;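 also: MRP-1 overexpressing cells given doxorubicin 25 µM after compound pretreatment; 18-22 h compound pretreatment then 72 h with doxorubicin before readout; 0% = doxorubicin-only wells and 100% = vehicle-treated cells without doxorubicin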
* = called active by the depositor; nt = not tested or not shown; & = joins results of further samples.

SMILES	BB579 growth dn	HCT116 bCat-KO	Measles CPE	PTEN del growth	E-sel TNF inh	GALR2 blocker	Phagocytosis inh	NPY Y2 blocker	Yeast lifespan up	MRP1 act
O=C1OC2(c3ccccc3)C3CCCC2C13	-48	92	20	97	-26	-1	nt	-1	-7	-0.7
CCCC(=O)Nc1cc(OCC)c(NC(=O)NC2CCCCC2)cc1OCC	-34	99	2	108	8	-7	-1	0	3	-1.5
Cc1cc(C(F)F)nn1CC(=O)NCc1ccco1	-29	84	4	88	nt	-4	-8	-3	2	-3.4
CCc1cc(=O)oc2c(C)c(O)c(CN3CCCCC3)cc12	-32	97	7	95	-20	5	-1	1	-7	-2.4
COc1ccc2nc(SCC(=O)N(C)C3CCCCC3)c(C#N)cc2c1	-42	69	8	58	6	-5	-1	8	-6	-2.4
O=c1c2ccccc2nnn1CSc1ccc2ccccc2n1	12	94	8	98	39	5	-9	4	-2	0.4
O=C(NCc1ccccn1)c1ccc([N+](=O)[O-])cc1	-15	91	5	97	-10	-2	-5	2	-2	-0.3
Cc1ccc(C2Oc3ccccc3C3=C2C(c2cccs2)n2ncnc2N3)cc1 (stereo not given)	-47	26	15	23	-1	5	-2	6	5	-5.1
CCOC(=O)C(C)Oc1nc(Oc2ccccc2)nc(N(C)C)n1 (stereo not given)	-58	96	11	108	nt	-7	-3	5	2	0.3
O=C(CSc1nccc(=O)[nH]1)N1CCc2ccccc2C1	0	86	6	90	8	3	4	3	0	-1.5
Cc1cc(OCC(=O)Nc2ccc(S(=O)(=O)NC3=NCCCCC3)cc2)c(C(C)C)cc1Cl	-21	103	21	96	nt	1	0	0	6	-3.0
CC1(C)CC(=O)C(CC2=C(O)CC(C)(C)CC2=O)=C(O)C1	-25	95	4	95	20	10	-1	0	8	-1.2
CCCC(c1nnnn1CCc1ccccc1)N1CCN(C(=O)c2ccco2)CC1 (stereo not given)	-10	88	3	91	-9	7	-1	3	1	-4.3
O=C(CN1CCN(c2ccc(O)cc2)CC1)Nc1ccc(SC(F)F)cc1	-23	14	3	26	-3	1	-7	-2	-3	-3.1
Cn1c(NC(=O)/C=C/c2ccc(Cl)c(Cl)c2)cc(=O)n(C)c1=O	-22	85	13	86	nt	8	-1	2	-5	-0.9
O=C(NCCN=C1NS(=O)(=O)c2ccccc21)c1ccc2nccnc2c1	-27	88	3	103&98	-27	-4	0	1	-15	0.5
COc1nn(-c2nc(-c3ccccc3)cc(C(F)(F)F)n2)cc1[N+](=O)[O-]	-34	88	12	105	nt	4	-15	4	6	-1.5
CCOC(=O)N1CCC(NC(=O)C(C)n2c3ccccc3c3cnn(C)c(=O)c32)CC1 (stereo not given)	-26	90	3	92	nt	11	-1	1	-19	-3.2
CCNC(=O)NC(=O)C(C)OC(=O)c1oc2ccc(OCC)cc2c1C (stereo not given)	7	105	14	95	-3	-2	1	0	2	-2.3
CCCCCOP(=O)(c1ccccc1)c1ccccc1	-8	82	8	79	-5	2	-7	7	7	0.6
CCc1ccc(C(=O)Nc2nnn(CC)n2)cc1	-9	96	5	98	0	2	2	-1	-14	-0.2
CCOC(=O)N1CCN(c2ccc(C(C)=O)cc2F)CC1	-24	95	3	102	22	-7	nt	3	nt	0.3
CCOC(=O)c1csc(NC(=O)CSc2nnnn2-c2cccc(OC)c2)n1	-28	92	4	101	25	-2	nt	5	nt	-0.8
CCOc1ccc(-c2nc3n(c(=O)c2C#N)CCCS3)cc1	-20	108	7	97	7	-6	-1	0	-19	-0.8
COCCN(C(=O)CSc1nnc(Nc2ccccc2F)s1)c1c(N)n(Cc2ccccc2)c(=O)[nH]c1=O	-18	85	6	99	nt	-8	-1	2	-24	-1.4
COc1cc(C(c2sc3nc(C)nn3c2O)N2CCOCC2)cc(OC)c1OC (stereo not given)	-18	86	12	99	nt	4	nt	3	-5	-3.1
O=C(N/N=C\c1cn[nH]c1-c1ccccc1)c1ccc([N+](=O)[O-])cc1	-6	102	4	96	-4	-4	-4	0	-3	-0.1
O=C(COc1ccccc1)N1CCc2ccccc21	-17	97	3	97	nt	9	-6	2	-7	-1.1
Cc1cc(C(F)(F)F)c(C#N)c(Sc2ccccc2)n1	-10	92	6	101	26	-7	0	0	-18	-1.3
CC(=O)Nc1cccc(NC(=O)c2cc(-c3cccnc3)nc3ccc(Br)cc23)c1	-39	37	29	34	-6	-9	2	1	-7	-3.5
C=CCOc1ccc2ccccc2c1CNc1ncn[nH]1	-15	98	13	99	-7	15	-1	4	6	-1.9
CN(C)CCCOC(=O)CCc1ccccc1	-25	77	12	93	-29	-6	0	0	-3	-1.4
O=C(CNC(=O)c1ccc(Oc2ccccc2)cc1)OC1CCCCC1=O (stereo not given)	-49	106	7	102	-16	4	0	2	-13	-1.2
CC(C)C(C(=O)OCC(=O)c1ccc2c(c1)NC(=O)CO2)N1C(=O)c2ccccc2C1=O (stereo not given)	-8	97	8	112	-58	-2	0	0	-3	0.4
Cc1cccc(NC(=O)CSc2n[nH]c(-c3ccncc3)n2)c1	-38	105	7	107	nt	10	nt	2	-10	-0.5
COc1cc(NS(=O)(=O)c2ccc(C)cc2)ccc1-n1cnnn1	-14	70	4	64	-23	6	-1	5	-5	6.3*
Cc1nn(Cc2nc(-c3cccs3)no2)c(C)c1Br	-34	107	3	94	nt	-2	0	6	-4	-1.4
Cc1c(Cl)cccc1NC(=S)NCc1ccc2c(c1)OCO2	-14	89	4	94	41	3	-3	8	-4	-4.0
CCc1ccc2[nH]c(=O)c(CN(Cc3ccc(F)cc3)C(c3nnnn3CCN3CCOCC3)C(C)C)cc2c1 (stereo not given)	-23	52	8	43	-41	-16	0	-2	4	-0.8
CCOC(=O)c1c(NC(NC(C)=O)C(Cl)(Cl)Cl)sc2c1CCCC2 (stereo not given)	-31	54	4	26	1	-5	-3	0	-2	0.0
CCCCOc1cccc(C(=O)NC(=S)Nc2cccc(C(F)(F)F)c2)c1	-50	89	12	96	nt	-1	-6	6	4	-1.5
Cc1ccc2oc(=O)c(/C=C(\O)c3sc(C)nc3C)nc2c1	-33	91	24	82	nt	2	nt	2	-4	-4.0
O=C1C(=O)N(Cc2cccnc2)C(c2ccccn2)/C1=C(/O)c1ccc(Br)cc1 (stereo not given)	-13	91	10	101	nt	8	0	1	-3	-0.9
CC1=C(C(=O)OCc2ccccc2)C(/C=C/c2ccccc2)N2C(=O)CCSC2=N1 (stereo not given)	-45	91	7	93	nt	1	-3	4	0	-3.7
CCOCCCNc1nc2c(c(=O)[nH]c(=O)n2C)n1CCCc1ccccc1	3	90	2	98	6	-11	0	3	-13	-3.6
CC(c1nnc(SCC(=O)NC(=O)NCc2ccco2)n1-c1ccc(Cl)cc1)N(C)C (stereo not given)	-16	93	41	100	nt	-7	1	-1	-9	-3.7
CC1CCN(CCCCOc2ccccc2-c2ccccc2)CC1	-6	39	4	37	-2	1	-1	15	3	-5.0
C=CCn1c(Cc2cccs2)nnc1SCC(=O)Nc1cccc(OC)c1	-51	110	33	101	-20	4	-2	2	1	-3.9
COC(=O)c1ccccc1NC(=O)c1ccco1	-36	104	9	111	-8	0	2	3	-16	-0.3
O=C(Nc1ccon1)c1ccc2c(c1)OCO2	-22	99	2	104	-51	-1	-1	2	-9	0.8
CCc1nnc(NC(=O)CSc2nc(C)c3c(c2C#N)CCCC3)s1	-41	58	19	39	nt	5	-1	5	-12	-0.8
COC(=O)CC(NC(=O)c1ccco1)c1cccc2ccccc12 (stereo not given)	-28	93	13	97	nt	-5	0	0	-5	-1.1
O=C(Nc1ccc(F)cc1)c1ccccc1F	-26	90	27	106	2	-15	-1	4	-12	-0.5
CC(=O)Nc1ccc(C)cc1NC(C)=O	-31	110	17	100	-9	-8	6	2	-6	-0.8
O=C(O)c1ccccc1SCC(=O)N1c2ccccc2Sc2ccccc21	-43	89	10	98	5	10	-6	0	13	-2.9
COc1cc(/C=C/C(=O)OCC(=O)Nc2cccc(Oc3ccccc3)c2)ccc1O	-30	90	11	87	nt	-4	-5	1	-1	-2.9
COc1ccc(-c2noc(CN3CCN(c4ccccc4)CC3)n2)cc1	28	83	10	80	30	-18	0	8	-10	-1.9
O=C(Cc1ccccc1)Nc1cccc(C(=O)N/N=C/c2ccco2)c1	-31	94	2	93	-7	5	1	0	-1	-0.3
CN1CCN(C(=O)/C=C/c2ccc3c(c2)OCO3)CC1	-11	92	5	100	nt	-5	2	4	0	-1.4
CC(NC(=O)Nc1nnc(C(F)(F)F)s1)N1C(=O)C2C3C=CC(C3)C2C1=O (stereo not given)	-7	99	41	94	-9	-8	nt	1	-1	2.4
Following part:
SMILES	BB579 growth dn	HCT116 bCat-KO	Measles CPE	PTEN del growth	E-sel TNF inh	GALR2 blocker	Phagocytosis inh	NPY Y2 blocker	Yeast lifespan up	MRP1 act
CCOC(=O)c1c(NC(=O)CCl)sc(C(=O)N(CC)CC)c1C	-43	20	5	26	3	3	-1	0	3	-2.7
Cc1[nH]n(-c2ccccc2)c(=O)c1-c1ccccc1	-24	100	7	106	22	11	-1	0	-11	0.9
O=C(c1ccccc1)N1CCN(Cc2ccccc2Br)CC1	-41	100	4	91	-28	-12	3	1	-2	-1.2
COc1ccc(CNC(=O)C2CCN(S(=O)(=O)N3CCC4(CC3)OCCO4)CC2)c(OC)c1	-27	100	10	101	7	-1	-2	-1	5	-1.0
C=C(C)Cn1c(CCNC(=O)CCC)nc2ccccc21	-13	99	5	97	-9	5	-1	1	-10	-1.6
Cn1nnnc1SCC(=O)N1CCN(c2cccc(Cl)c2)CC1	-3	88	7	83	1	2	-2	-1	-4	-2.5
CC(C)(C)OC(=O)C(Cc1ccc(OC(C)(C)C)cc1)NC(=O)CNC(=O)CNC(=O)OCc1ccccc1 (stereo not given)	-8	74	3	77	5	-6	-11	1	0	-0.1
Cc1ccc2c(c1)CCCN2C(=O)c1ccc2c(c1)OCO2	-11	114	7	87	-29	1	0	9	1	-0.9
COc1ccc(/C=N/N=C2\SC(CC(=O)O)C(=O)N2c2ccccc2)cc1 (stereo not given)	-7	93	7	103	nt	13	nt	1	4	-0.5
Cc1nc2nc3c(cn2n1)C(=O)CC(C)(C)C3	-49	91	5	95	7	3	0	2	3	0.6
COc1ccc(-c2nnc(N)s2)cc1	-5	86	6	91	nt	-5	0	-2	-9	-2.6
Cc1cccc2cc(C#N)c(SCC(=O)N3CC(=O)Nc4ccccc43)nc12	1	17	2	16	33	7	nt	10	-27	-4.6
CC12CC(NC(=O)N1c1ccc(C(=O)N3CCN(c4ccc(F)cc4)CC3)cc1)c1ccccc1O2 (stereo not given)	-11	47	6	41	-1	-4	0	1	-5	-1.1
CCn1c(=O)c2c(O)cc(=O)oc2c2ccccc21	-2	88	3	83	32	4	nt	1	42*	-1.0

Quoted from the listing for reference:
SMILES	BB579 growth dn	HCT116 bCat-KO	Measles CPE	PTEN del growth	E-sel TNF inh	GALR2 blocker	Phagocytosis inh	NPY Y2 blocker	Yeast lifespan up	MRP1 act
CC12CC(NC(=O)N1c1ccc(C(=O)N3CCN(c4ccc(F)cc4)CC3)cc1)c1ccccc1O2 (stereo not given)	-11	47	6	41	-1	-4	0	1	-5	-1.1
CCn1c(=O)c2c(O)cc(=O)oc2c2ccccc21	-2	88	3	83	32	4	nt	1	42*	-1.0

Assay outcomes: PubChem BioAssay, several laboratories
